High-throughput results: PubChem BioAssay, Johns Hopkins Ion Channel Center
CHT block = inhibitors of human choline transporter CHT | CHT-expressing cells, membrane potential dye, choline response; active compounds read low | B-score at 10 µM | actives 0.86% (n = 310,000) | AID 488975;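 active = B-score over 3 SD under the library average, and starting fluorescence ratio not unusually high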;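 note: choline stimulus applied at its EC90 after an EC20 pre-addition; B-score computed on integrated fluorescence ratio after choline addition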
Target sequence (Q9GZV3 whole entry, looked up): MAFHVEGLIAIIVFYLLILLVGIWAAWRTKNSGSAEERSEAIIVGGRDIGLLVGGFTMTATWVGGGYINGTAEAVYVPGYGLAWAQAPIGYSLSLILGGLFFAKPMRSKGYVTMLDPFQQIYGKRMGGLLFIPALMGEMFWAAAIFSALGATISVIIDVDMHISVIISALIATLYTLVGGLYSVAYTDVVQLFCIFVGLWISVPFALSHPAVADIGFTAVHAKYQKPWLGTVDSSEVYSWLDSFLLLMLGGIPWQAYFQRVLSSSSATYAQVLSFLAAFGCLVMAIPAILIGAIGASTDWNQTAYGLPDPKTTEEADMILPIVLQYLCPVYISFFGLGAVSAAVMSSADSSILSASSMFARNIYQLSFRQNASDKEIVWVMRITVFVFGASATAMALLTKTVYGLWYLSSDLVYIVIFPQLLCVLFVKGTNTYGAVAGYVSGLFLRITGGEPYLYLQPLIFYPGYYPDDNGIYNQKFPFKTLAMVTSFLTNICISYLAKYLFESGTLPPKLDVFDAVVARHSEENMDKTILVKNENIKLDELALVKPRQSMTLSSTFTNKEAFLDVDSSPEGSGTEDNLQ
CHT allo act = allosteric activators of human choline transporter CHT; Q9GZV3; CHT-expressing cells, membrane potential dye, choline EC20; active compounds read high; LV-AA mutant CHT in HEK293 cells; B-score at 10 µM; actives 0.49% (n = 310,000); AID 488977;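 active = initial fluorescence not abnormally high and integrated response B-score, plate-corrected, over 3 SD above library mean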
Numbers without * were called inactive; i = inactive.

The first 17 records, to show the layout:
SMILES | CHT block | CHT allo act
Cc1nc2ccc(NC(=O)CCS(=O)(=O)c3ccc(Cl)cc3)cc2s1 | i | i
Nc1nc(Nc2cccc(Cl)c2)n[nH]1 | i | i
CN(C)C(=S)NC1CCS(=O)(=O)C1 (centres undefined) | i | i
CCOC(=O)c1ccc(NC(=O)CN(C)S(=O)(=O)c2ccc(OC)cc2)cc1 | i | i
CN(C(=O)Cn1nnc(-c2cccnc2)n1)C1CCCCC1 | i | i
O=C(COc1ccccc1Cl)NCCCNC(=O)c1cnccn1 | i | i
COc1ccc(NC(=O)c2ccc(-c3ccc(C)c4ccccc34)o2)cc1 | i | i
O=C(CCC1CCCC1)NCc1cccs1 | i | i
CCc1nc(SCC(=O)N2CCCC2)c2c(=O)n(C)c(=O)n(C)c2n1 | i | i
CCCCN1C(=S)NC[C@@H]1Cc1ccc(O)cc1 | i | i
COC(=O)CNC(=O)c1c(C)cc(=O)oc1C | i | i
Nc1nncn1C(=O)CCc1ccccc1 | i | i
CC12CCC(C(N)=O)(c3nc4ccccc4nc31)C2(C)C (centres undefined) | i | i
CCN1CCN(CC(=O)c2c[nH]c3ccccc23)CC1 | i | i
CCOC(=O)c1c(C)n(OC)c2ccc3c(no[n+]3[O-])c12 | i | i
CC(=O)Oc1ccccc1C1=NN(C(=O)/C=C/c2ccccc2)C(c2ccccc2)C1 (centres undefined) | i | i
CC(C)CN(CC(C)C)C(=O)CN1c2cccc3cccc(c23)S1(=O)=O | i | i

Results (from the top)
SMILES | CHT block | CHT allo act
Cc1nc2ccc(NC(=O)CCS(=O)(=O)c3ccc(Cl)cc3)cc2s1 | i | i
Nc1nc(Nc2cccc(Cl)c2)n[nH]1 | i | i
CN(C)C(=S)NC1CCS(=O)(=O)C1 (centres undefined) | i | i
CCOC(=O)c1ccc(NC(=O)CN(C)S(=O)(=O)c2ccc(OC)cc2)cc1 | i | i
CN(C(=O)Cn1nnc(-c2cccnc2)n1)C1CCCCC1 | i | i
O=C(COc1ccccc1Cl)NCCCNC(=O)c1cnccn1 | i | i
COc1ccc(NC(=O)c2ccc(-c3ccc(C)c4ccccc34)o2)cc1 | i | i
O=C(CCC1CCCC1)NCc1cccs1 | i | i
CCc1nc(SCC(=O)N2CCCC2)c2c(=O)n(C)c(=O)n(C)c2n1 | i | i
CCCCN1C(=S)NC[C@@H]1Cc1ccc(O)cc1 | i | i
COC(=O)CNC(=O)c1c(C)cc(=O)oc1C | i | i
Nc1nncn1C(=O)CCc1ccccc1 | i | i
CC12CCC(C(N)=O)(c3nc4ccccc4nc31)C2(C)C (centres undefined) | i | i
CCN1CCN(CC(=O)c2c[nH]c3ccccc23)CC1 | i | i
CCOC(=O)c1c(C)n(OC)c2ccc3c(no[n+]3[O-])c12 | i | i
CC(=O)Oc1ccccc1C1=NN(C(=O)/C=C/c2ccccc2)C(c2ccccc2)C1 (centres undefined) | i | i
CC(C)CN(CC(C)C)C(=O)CN1c2cccc3cccc(c23)S1(=O)=O | i | i
O=C(CCS(=O)(=O)c1ccccc1)Nc1cccc2c1C(=O)NC2=O | i | i
O=C(CNc1cc(S(=O)(=O)N2CCCC2)ccc1OCC(F)(F)F)Nc1ccc(SC(F)F)cc1 | i | i
COc1ccc(-c2cn(-c3ccc(SC(F)F)cc3)c3[n+]2CCC3)cc1OC | i | 6.3*
CCCC(=O)Nc1cc(-c2cn3cccnc3n2)ccc1OC | i | i
CC1CN(C(=O)C(C)N2C(=O)c3ccccc3C2=O)CC(C)O1 (centres undefined) | i | i
FC(F)(F)c1cccc(-c2nnc3ccc(C(F)(F)F)cn23)c1 | i | i
COc1ccc(C)cc1S(=O)(=O)N(CC(=O)NCc1ccco1)c1ccc(C)cc1 | i | i
CCCCNC(=O)c1sc2nc(C)cc(COC)c2c1-n1cccc1 | i | i
COc1ccc(OC)c(CCNC(=O)CCCc2nnc3n(C)c(=O)c4sccc4n23)c1 | i | i
COc1ccc(N2CCN(C(=O)CCC(=O)c3cc(C)sc3C)CC2)cc1 | i | i
O=S(=O)(c1ccccc1Cl)N1CCCC1c1nc(-c2ccc(Cl)cc2)no1 (centres undefined) | i | i
COc1ccc(OC)c(NC(=O)c2ccc(CN3CCOCC3)cc2)c1 | i | i
C(=C\c1ccccc1)/C=N/N1CCN(Cc2ccccc2)CC1 | i | i
Cc1nc([N+](=O)[O-])c(C(=O)OCc2ccccc2)n1C | i | i
COC(=O)Cc1csc(Nc2c(C)n(C)n(-c3ccccc3)c2=O)n1 | i | i
COC(=O)CC1c2ccccc2S(=O)(=O)N1Cc1ccccc1 (centres undefined) | i | i
O=C(O)CC1C(=O)NCCN1C/C=C/c1ccccc1 (centres undefined) | i | i
Cc1ccc(/C=N/n2c(COc3ccccc3)n[nH]c2=S)o1 | i | i
C=CC[C@]12C=C(OC)C(=O)C(OC)=C1O[C@@H](c1ccc3c(c1)OCO3)[C@H]2C | i | i
CCOc1ccc(S(=O)(=O)Nc2ccc(C(=O)NCC3CCCO3)cc2)cc1 (centres undefined) | i | i
CCN(CCCNC(=O)CN(C)S(=O)(=O)c1cccc2nsnc12)c1ccccc1 | i | i
COc1ccccc1NS(=O)(=O)c1cccc(C(=O)NCC(C)(C)N2CCOCC2)c1 | i | i
COC1(C2=NCCN2)COc2ccccc2O1 (centres undefined) | i | i
CC(CCc1ccccc1)NC(=O)C1CCN(c2nnc(-n3cccc3)s2)CC1 (centres undefined) | i | i
COc1cc(-c2nc(CN3CCN(c4ncccn4)CC3)c(C)o2)ccc1F | i | i
CCCCC(=O)N/C(N)=N/c1nc2ccccc2o1 | i | i
N#Cc1ccc(NC(=O)CN2C(=O)NC3(CCCC3)C2=O)cc1 | i | i
CCc1c(C(=O)N/N=C/c2ccc(C)o2)csc1C | i | i

Reprinted from the part before: 2 compounds, then new ones.
SMILES | CHT block | CHT allo act
N#Cc1ccc(NC(=O)CN2C(=O)NC3(CCCC3)C2=O)cc1 | i | i
CCc1c(C(=O)N/N=C/c2ccc(C)o2)csc1C | i | i
CC1=CC(C)(C)N2C(=O)C3(C(C#N)=C(N)Oc4cc(O)ccc43)c3cccc1c32 (centres undefined) | i | i
CCOCCCNS(=O)(=O)c1ccc2c(c1)CCN2C(C)=O | i | i
COc1ccc(CCN=C(N)NS(=O)(=O)c2ccc(OC)c(OC)c2)cc1OC | i | i
COc1ccc(NCc2nnc(SCC(=O)N3CCCc4ccccc43)o2)cc1 | i | i
O=S(=O)(NCC(c1ccco1)N1CCN(c2ccccc2)CC1)c1ccc(F)cc1 (centres undefined) | i | i
O=C(NCCN1CCOCC1)c1cccc(S(=O)(=O)N(Cc2ccccc2)c2ccccc2)c1 | i | i
O=C(NC(=S)NCc1ccccc1)c1cccnc1 | i | i
O=C(CSc1nnc2ccccn12)NC(=O)NC1CCCCC1 | i | i
Cc1cc(C)cc(NC(=O)CCNS(=O)(=O)c2ccc3c(c2)oc(=O)n3C)c1 | i | i
Cc1ccc(C(=O)N(CCN(C)C)CC2CCCN(Cc3ccccc3F)C2)cc1C (centres undefined) | i | i
O=C(O)c1ccc2c(=O)n(-c3ccccc3)c(=S)[nH]c2c1 | i | i
Cc1ccccc1CSCc1ccc(C(=O)NCCCN2CCOCC2)o1 | i | i
Cc1ccc(CNc2nc(C)cs2)cc1 | i | i
CCc1ccc(-c2nc(CS(=O)CC(=O)NCc3ccco3)c(C)o2)cc1 (centres undefined) | i | i
Cc1ccc(O)c(Cn2nnc3ccccc32)c1 | i | i
CC(NC(=O)c1ccc(N2CCNCC2)c([N+](=O)[O-])c1)C12CC3CC(CC(C3)C1)C2 (centres undefined) | -5.6* | i
Cc1cccc(Nc2nc(C)cc(C)c2C#N)c1 | i | i
CC(C)C(C)(C#N)NC(=O)CSc1nc2scc(-c3ccc(F)cc3)c2c(=O)n1Cc1ccccc1 (centres undefined) | i | i
COC(=O)c1ccc(NC(=S)NCCCn2ccnc2)cc1 | i | i
CCCCn1nc(-c2ccccc2)c2nc3ccccc3nc21 | i | i
Nc1cc(Cl)nc(N/N=C/c2c(O)ccc3ccccc23)n1 | i | i
CC1CCN(CCCOc2ccc(OCc3ccccc3)cc2)CC1 | i | i
O=C(CSC(=S)N1CCOCC1)N1N=CCC1c1ccccc1 (centres undefined) | i | i
Cc1ccc(N2CCN(C3=NC(=O)/C(=C\c4cccs4)S3)CC2)cc1 | i | i
O=C1N/C(=N\N=C\c2cccs2)SC1Cc1cccc(Cl)c1Cl (centres undefined) | i | i
Cn1c2ccccc2c(=O)c2c(=O)n(C3CCCCC3)c(-c3cccs3)nc21 | i | i
COc1ccc(N(CC(=O)Nc2ccc(OC)c(Cl)c2)S(=O)(=O)c2c(C)noc2C)cc1 | i | i
O=C(Nc1ncc(Cc2ccccc2Cl)s1)C1CCCO1 (centres undefined) | i | i
N#Cc1nc(COc2ccc(Cl)cc2)oc1N1CCN(Cc2ccccc2)CC1 | i | i
COc1ccc(C(=O)NCc2ccc3c(c2)OCO3)cc1S(=O)(=O)NCc1ccc(Cl)cc1 | i | i
O=C(Nn1c(-c2ccc(Cl)cc2)nc2ccccc2c1=O)c1cccnc1Cl | i | i
CCCCCCNC(=O)N1C/C=C\C(c2ccc(OC)cc2)N(Cc2ccc(F)cc2)C(=O)C1 (centres undefined) | i | i
CCN1CCN(CC(=O)Nc2cc(F)ccc2C)CC1 | i | i
CC1(C)Cc2nc(N)c(=O)sc2C1 | i | i
Cc1ccc(CN2CCC(CNS(=O)(=O)c3ccc(-c4ccc(=O)[nH]n4)s3)CC2)cc1 | i | i
CC(C)C[C@H](NC(=O)[C@@H]1O[C@H]1C(=O)O)C(=O)NCCCCN=C(N)N | i | i
CC1CN(C(=O)CCC(=O)NCc2ccccc2Cl)c2ccccc2S1 (centres undefined) | i | i
Cc1cccc(N2CCN(C(=O)/C=C/c3ccco3)CC2)c1C | i | i
Cc1c(N=C/C=C2/N(C)c3ccccc3C2(C)C)c(=O)n(-c2ccccc2)n1C | i | i
CC1CN(CCS(=O)(=O)c2cc(Cl)ccc2Cl)CC(C)O1 (centres undefined) | i | i
O=C(COC(=O)/C=C/c1cccc(F)c1)Nc1ccccc1-c1ccccc1 | i | i
CC(C)CN(CC(C)C)CC(O)CN(c1ccccc1)S(=O)(=O)c1ccccc1[N+](=O)[O-] (centres undefined) | i | i
Cc1cccc(NC(=O)C(C)N2C(=O)c3ccccc3S2(=O)=O)n1 (centres undefined) | i | i
O=C(c1cccc([N+](=O)[O-])c1)N1CCN(c2ncccn2)CC1 | i | i
Cc1ccc2c(c1)N(C(=O)CCC(=O)NCc1cccc(Br)c1)CC(C)O2 (centres undefined) | i | i
Cc1ccc(NC(=O)Cn2cnc([N+](=O)[O-])c2)cc1C | i | i
COCn1c(-c2cccc(Br)c2)nc2ccccc21 | i | i
CC(OC(=O)c1ccc(Cl)nc1)C(=O)NCc1ccc2c(c1)OCO2 (centres undefined) | i | i
O=C1c2ccccc2C(=O)N1c1ccc(S(=O)(=O)N2CCCCC2)cc1 | i | i
O=C1c2ccccc2C(=O)N1CC(=O)N1c2ccccc2Sc2ccccc21 | i | i
COc1cccc(NC(=O)CSc2nnnn2C2CCCC2)c1 | i | i
COc1cccc(NC(=O)CCCn2nc(C)c3c(C)n(-c4ccccc4)nc3c2=O)c1 | i | i
Cc1ccc(N(C(=O)c2snc(C(N)=O)c2N)C(C(=O)NCC2CCCO2)c2ccc(C)o2)c(C)c1 (centres undefined) | i | i
COc1ccc(NS(=O)(=O)c2coc(C(N)=O)c2)cc1Cl | i | i
COc1cccc(NC(=O)CN(C)C(=O)c2ccc(N3CCOCC3)c([N+](=O)[O-])c2)c1 | i | i
COc1ccc(C2=NOC(C(=O)Nc3cc(C)on3)C2)cc1 (centres undefined) | i | i
CCCCCCCn1c(NC(=O)CC)nc2ccccc21 | i | i
Cn1c(=O)c2c(ncn2CC(=O)OCC(=O)Nc2ccc(Cl)cc2)n(C)c1=O | i | i
CCOC(=O)Cc1csc(NC(=O)CC)n1 | i | i
CCOC(=O)CSc1nnc(-c2c[nH]c3ccccc23)n1CC | i | i

The list goes on.
SMILES | CHT block | CHT allo act
O=C(Nc1ccc(F)cc1F)NC1CCCCCCC1 | i | i
CCC(=O)NS(=O)(=O)c1cccnc1Nc1ccccc1Cl | i | i
Cc1ccc(NC(=O)Cc2ccccc2Cl)cc1S(=O)(=O)N(C)C | i | i
CC(C)c1ccc(NC(=O)CCNS(=O)(=O)c2ccc3[nH]c(=O)oc3c2)cc1 | i | i
CCOc1ccccc1N1CCN(c2ncnc3scc(-c4ccc(OC)cc4)c23)CC1 | i | i
O=C(CN1C(=O)COCC1=O)N1CCOCC1 | i | i
COc1ccccc1CN1CCN(C(CC(C)C)c2nnnn2Cc2cccs2)CC1 (centres undefined) | i | i
CCn1c(O)c(N=NC(=O)CNc2cccc(C)c2)c2ccccc21 | i | i
C#CCNC(=O)C1=C[C@H](c2cn(C(C)=O)c3ccccc23)C[C@H](OCc2ccc(CO)cc2)O1 | i | i
CC1(C)CC(=O)C(C=NCCN2CCN(CCCCS(=O)(=O)O)CC2)=C(O)C1 | i | i
Cc1cccc(C(=O)NCC(=O)NCC(c2cccs2)N2CCOCC2)c1 (centres undefined) | i | i
N#Cc1cc2c(nc1SCC1COc3ccccc3O1)CCC2 (centres undefined) | i | i
CCOc1cccc(-c2c(C(=O)N/N=C/c3ccoc3)nnn2-c2nonc2N)c1 | i | i
Cn1c(SCC(=O)Nc2cccc(NC(=O)c3cccs3)c2)nnc1-c1ccncc1 | i | i
COc1ccccc1C(=O)NC(CCSC)C(=O)NNC(=O)c1ccccc1C (centres undefined) | i | i
O=C(O)c1cc2c(cn1)[nH]c1ccccc12 | i | i
CC1=NNC(=O)C1CC(=O)N/N=C/C(Br)=C/c1ccccc1 (centres undefined) | i | i
COc1ccccc1CNC(=O)c1oc2ccc(S(=O)(=O)N3CCCC3)cc2c1C | i | i
COCCN1CCN(c2cc(-c3ccccc3)nc3cc(-c4cccc(F)c4)nn23)CC1 | i | i
Clc1ccccc1Cn1nnc2c(N3CCCC3)ncnc21 | i | i
COc1ccc(-c2ccc(C#N)c(OC)n2)cc1 | i | i
